Assay outcomes as filed in PubChem BioAssay.
PTHR1 agonist = agonists of human PTHR1 parathyroid hormone receptor. Q03431. HEK293 GP2 PTHR1 cells, GloSensor cAMP luminescence, 1 h. Potency, µM (highest dose often 115 µM), without a hit: at the top dose activation, actives largely listed as activators. actives 0.075% (n = 410,000). AID 743266; also: potency is read from the fitted curve at half-maximal effect; nearly all actives have a fitted effect of over 55% in size; some results filed as inactive show a strong effect at the top dose; inactives centre near -15; many of its hits are not listed in these tables
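HEK-293-derived GP2 cells expressing PTHR1 and a GloSensor cAMP reporter, 3,000/well, plated overnight, given luciferin plus IBMX (each 0.5 mM as added) for 1 h at 37 °C, then compound for 1 h at 37 °C. Luminescence was read after 15 min at room temperature.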
FUS yeast rescue = rescues growth of FUS-expressing yeast; S. cerevisiae FUS-expressing, growth rescue, OD600, 24 h; Potency, µM (doses to about 76.6 µM), for inactives: at the top dose growth rescue (activation), most hits filed as activators; AID 1347120; actives 0.24% (n = 390,000);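 also: potency is read from the fitted curve at half-maximal effect; plate controls were DMSO vehicle for no effect and reference control for full effect; nearly all actives have a fitted effect of over 55% in size; some results filed as inactive show a strong effect at the top dose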
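FUS-expressing yeast, raffinose-pregrown, induced in 2% galactose minimal medium at OD 0.005; compounds in a dilution series, 24hr at 30C. Growth restoration read as absorbance at 600 nm. CP55940 positive control, DMSO negative.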
Abeta yeast res = compounds reversing amyloid beta toxicity in yeast; Potency, µM (highest dose often 46.1 µM), inactives show top-dose growth rescue, actives largely listed as activators; yeast expressing A-beta42, growth rescue, OD600, 48 h; response scale: 0% DMSO, 100% iron-clioquinol control; actives 0.063% (n = 410,000); also: potency is read from the fitted curve at half-maximal effect; nearly all actives have a fitted effect of over 55% in size
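Yeast growth medium received pinned compounds, then yeast cells expressing toxic A-beta were added; plates incubated at 30 C for 48 hr. Growth read as absorbance at 600 nm, normalized to DMSO and equimolar FeCl3 plus clioquinol controls.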
GLP1R ag = GLP-1 receptor (human) agonism. AID 624172. HEK293 GLP-1R CRE-luciferase, luminescence, 4-6 h; cells express a hypersensitive GLP-1R form. actives 0.007% (n = 380,000). Potency, µM (highest dose often 45.6 µM), inactives show at the top dose activation, hits mostly activators; also: potency is read from the fitted curve at half-maximal effect; % of control where 0% means no effect
Target sequence (P43220 whole entry, looked up): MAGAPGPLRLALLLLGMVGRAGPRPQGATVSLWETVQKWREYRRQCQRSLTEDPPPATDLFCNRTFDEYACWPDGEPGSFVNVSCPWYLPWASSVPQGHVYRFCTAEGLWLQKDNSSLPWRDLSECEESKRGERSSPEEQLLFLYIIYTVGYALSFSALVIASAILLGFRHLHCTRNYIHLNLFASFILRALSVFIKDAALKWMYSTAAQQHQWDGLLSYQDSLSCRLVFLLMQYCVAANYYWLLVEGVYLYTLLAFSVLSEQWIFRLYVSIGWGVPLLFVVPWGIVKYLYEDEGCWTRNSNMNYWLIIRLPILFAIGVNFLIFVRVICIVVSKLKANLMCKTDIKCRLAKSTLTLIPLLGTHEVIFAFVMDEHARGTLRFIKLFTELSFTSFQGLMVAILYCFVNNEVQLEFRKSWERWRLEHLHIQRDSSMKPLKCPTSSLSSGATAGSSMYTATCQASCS
TDP-43 yeast inh = TDP-43 toxicity inhibition in yeast. TDP-43 expressing yeast growth rescue, BacTiter-Glo, 24 h. Potency, µM (titrated, usually from 46.1 µM), without a hit: at the top dose growth rescue (activation), usual class: activators. actives 1.8% (n = 410,000). AID 652104; also: potency is read from the fitted curve at half-maximal effect; % of control where 0% means no effect; nearly all actives have a fitted effect of over 50% in size
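Yeast expressing TDP-43 (pregrown in raffinose, seeded at OD600=0.02 in galactose medium) exposed to compounds 24 hr at 30 deg C. Growth read by BacTiter-Glo luminescence; rescue of toxicity appears as increased signal.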
GLP1R inv ag = GLP-1 receptor (human) inverse agonism | P43220 | HEK293 GLP-1R CRE-luciferase, luminescence, 24 h; GLP-1R form is constitutively active | Potency, µM (doses to about 38.3 µM), for inactives: at the top dose activity change, negative = inhibition, hits mostly inhibitors | actives 1.6% (n = 410,000); also: potency is read from the fitted curve at half-maximal effect; % is scaled to controls: 0 for no effect and ±100 for the full control effect; nearly all actives have a fitted effect of over 55% in size
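GLP-1R inverse agonism mode: basal reporter luminescence in engineered HEK293 cells measured after one day of compound exposure at 37 deg C, with a 12 min room-temperature detection step.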
DRD3 antagonist = D3 dopamine receptor (human) antagonism; D3R cells, DiscoveRx beta-arrestin luminescence, antagonist mode; active compounds read low; max response, negative = inhibition, %; actives 2.5% (n = 360,000); in the data active = max response below about -50%; inconclusive = no clear call, values can overlap the other calls; also: % is scaled to controls: 0 for no effect and ±100 for the full control effect; mostly tested at two doses, the higher about 12 µM
Target sequence (P35462 whole entry, looked up): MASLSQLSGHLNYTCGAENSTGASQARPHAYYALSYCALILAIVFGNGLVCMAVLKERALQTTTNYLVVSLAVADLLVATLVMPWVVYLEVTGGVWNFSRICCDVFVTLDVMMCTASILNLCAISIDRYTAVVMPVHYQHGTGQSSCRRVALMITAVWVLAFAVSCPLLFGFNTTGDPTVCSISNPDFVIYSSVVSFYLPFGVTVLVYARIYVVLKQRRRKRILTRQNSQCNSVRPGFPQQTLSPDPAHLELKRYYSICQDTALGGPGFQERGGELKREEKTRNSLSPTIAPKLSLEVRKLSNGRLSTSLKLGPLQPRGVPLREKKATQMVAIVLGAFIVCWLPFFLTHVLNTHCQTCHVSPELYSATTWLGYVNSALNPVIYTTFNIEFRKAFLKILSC
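Cells plated overnight at 1500 cells/well, then exposed to library compounds with dopamine controls for 90 minutes at 37 degrees C. DiscoveRx reagent added for 30–60 minutes at room temperature; luminescence read, quantitative HTS format.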
aSyn yeast inh = rescues yeast growth from alpha-synuclein toxicity | Yeast expressing alpha-synuclein, growth rescue, BacTiter-Glo, 24 h | Potency, µM (highest dose often 46.1 µM), for the others: at the top dose growth rescue (activation), actives largely listed as activators | actives 0.14% (n = 370,000) | AID 652106; also: potency is read from the fitted curve at half-maximal effect; % of control where 0% means no effect; nearly all actives have a fitted effect of over 65% in size
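Readout is rescue of growth in alpha-synuclein-expressing yeast, so inhibitors of toxicity appear as activators. Growth after 24 hr at 30 deg C in galactose medium is quantified by luminescence.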
pAkt inh = Akt phosphorylation inhibition | Neuro2A IGF-stimulated pAkt S473 HTRF, 20 min; active compounds read low | activity change, % for hits at 50 µM | actives 0.32% (n = 360,000); in the data active = activity change below about -80%; inconclusive = mostly about -51% to -80%; also: % is scaled to controls: 0 for no effect and ±100 for the full control effect
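Neuro2A cells (4,500/well, DMEM with 0.5% FBS) were treated with compound at a single 50 µM final concentration, stimulated with 6 nM IGF for 20 min at 37 °C, and lysed. Phospho-Akt Ser473 was read by HTRF as 665/615 ratio ×10^4.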
* marks the source's active call; other numbers are inactive results; i = inactive; ? = inconclusive; nt = no result given; & = joins results of further samples; [ ] = another dose, or the depositor's remark. Unless noted, calls follow the shape of the dose curve; as a rule, active = well fitted curve in the direction sought with a large enough effect; inconclusive = small, poorly fitted or top-dose-only effect, or another doubt; inactive = no such curve, though single readings can be large; an effect the other way counts as inactive or inconclusive. The list is partial. The share of hits here may be higher or lower than overall.

SMILES	PTHR1 agonist	FUS yeast rescue	Abeta yeast res	GLP1R ag	TDP-43 yeast inh	GLP1R inv ag	DRD3 antagonist	aSyn yeast inh	pAkt inh
OCCN1CCN(C(=S)c2ccc(-c3ccccc3)cc2)CC1	-1%	7%	14%	9%	10%	-26%	-6	0%	i
O=C1CC2(CCCC2)C(=O)N1CN1CCN(S(=O)(=O)c2ccc(F)cc2F)CC1	-6%	2%	0%	1%	5%	-26%	8	7%	i
COc1ccc(C(=O)Nc2cc(OC)ccc2OC)cc1	i	-12%	2%	5%	14%	-17%	4	-6%	i
CCc1nnc(NC(=O)CSCc2cc(=O)c3ccc(C)cc3[nH]2)s1	2%	-3%	-7%	nt	-6%	-25%	nt	nt	nt
C=CCc1ccc(OCC(O)CN2CCN(c3ccccc3)CC2)c(OC)c1 (stereo unspecified)	-11%	-9%	-6%	9%	8%	?	?	3%	i
COc1cc(OC)c(NC(=O)CSc2cc(=O)n(C)c3ccc(Cl)cc23)cc1Cl	-11%	-32%	-11%	0%	8%	7%	nt	nt	nt
Cc1ccc(NC(=O)CNCc2ccccc2)c(Br)c1	i	7%	-4%	14%	-17%	-9%	-13	-6%	i
O=C(c1ccc(Cn2c(=O)[nH]c3ccccc3c2=O)cc1)N1CCN(c2ccccc2)CC1	-19%	-15%	-4%	4%	-3%	18%	-14	-2%	i
O=C(NCCCn1ccnc1)c1cccc(S(=O)(=O)NCc2ccccc2)c1	-13%	-15%	0%	-6%	8%	-18%	-12	2%	i
CC(C)NC(=O)Cn1c(=O)n(CC(=O)N2CCCCC2)c(=O)c2sccc21	i	-25%	2%	11%	8%	1%	8	-7%	nt
C[C@H](NS(=O)(=O)c1ccc2c(c1)OCCCO2)C(=O)N1CCN(c2ccc(F)cc2)CC1	-28%	12%	9%	4%	14%	-13%	16	1%	i
CC1CCCC(NC(=O)c2ccc(COc3ccccc3)o2)C1C (stereo unspecified)	-23%	9%	6%	14%	?	?	6	-8%	i
COc1ccc(NC(=O)c2ccc(-c3nc(CSc4ccccc4)c(C)o3)cc2)cc1OC	i	11%	-13%	nt	8%	-18%	nt	nt	nt
CCOC(=O)CNC(=O)c1ccccc1Br	i	-30%	16%	5%	18%	-18%	8	0%	i
COc1ccc(C(C)=O)cc1COC(=O)C1CC(=O)N(Cc2ccccc2)C1 (stereo unspecified)	-1%	nt	-8%	14%	12%	9%	-3	4%	i
COC(=O)c1sc(NC(=O)/C=C/c2ccc(C)o2)nc1C	i	nt	2%	0%	-10%	8%	17	1%	i
COCCNc1nc2nonc2nc1N1C[C@H]2CC[C@H]1C2	i	1%	-7%	3%	-3%	24%	0	3%	i
CCOC(=O)C1CCCN(C(=O)Cc2ccc(C)cc2)C1 (stereo unspecified)	i	-7%	-4%	14%	-11%	-13%	1	0%	i
CCn1cnc2cc(NCc3ccc(N(C)C)cc3)ccc21	0%	-1%&-3%	11%&0%	11%	-2%&11%	-17%&17%	1	5%	i
CCN(CC)c1ccc(NC(=O)CCCCC(=O)Nc2ccc(N(CC)CC)cc2)cc1	i	10%	-13%	4%	6%	-8%	7	2%	i
CCc1ccc(NC(=O)CCNC(=O)Cn2ccc3ccccc3c2=O)cc1	-3%	35%	1%	7%	-15%	-25%	11	-1%	i
CNC[C@@H]1OCc2ccccc2-c2c(n(C)c3ccccc23)C(=O)N([C@H](C)CO)C[C@@H]1C	-17%	23%	7%	2%	26%	?	-4	-2%	i
COC(=O)c1ccc(Sc2ccccc2NS(=O)(=O)c2ccc(OC)cc2)nc1	-4%[57.5 µM]	29%	10%	-6%	-3%	5%	-22	0%	i
C#CCCOC(=O)N1C2=NC(C(=O)OC)=C(C(=O)OC)[C@@H]3N(C)c4ccccc4[C@]23C[C@H]1C(=O)OC	-9%	4%	-6%	8%	2%	-3%	7	0%	i
O=C(NCc1ccccn1)C1CCN(S(=O)(=O)N2CCCCC2)CC1	-23%	5%	-21%	0%	-18%	17%	-15	-1%	i

Brought forward from above: 4 compounds, followed by the next part.
SMILES	PTHR1 agonist	FUS yeast rescue	Abeta yeast res	GLP1R ag	TDP-43 yeast inh	GLP1R inv ag	DRD3 antagonist	aSyn yeast inh	pAkt inh
CNC[C@@H]1OCc2ccccc2-c2c(n(C)c3ccccc23)C(=O)N([C@H](C)CO)C[C@@H]1C	-17%	23%	7%	2%	26%	?	-4	-2%	i
COC(=O)c1ccc(Sc2ccccc2NS(=O)(=O)c2ccc(OC)cc2)nc1	-4%[57.5 µM]	29%	10%	-6%	-3%	5%	-22	0%	i
C#CCCOC(=O)N1C2=NC(C(=O)OC)=C(C(=O)OC)[C@@H]3N(C)c4ccccc4[C@]23C[C@H]1C(=O)OC	-9%	4%	-6%	8%	2%	-3%	7	0%	i
O=C(NCc1ccccn1)C1CCN(S(=O)(=O)N2CCCCC2)CC1	-23%	5%	-21%	0%	-18%	17%	-15	-1%	i
COc1ccc(NC(=S)N2CCNC(=O)C2CC(=O)Nc2cccc(Cl)c2C)cc1 (stereo unspecified)	-24%	3%	-6%	8%	21%	?	-6	-3%	i
CCN(C(N)=S)c1ccccc1	i	-28%	11%	4%	-4%	8%	-5	-1%	i
Cc1ccc(NC(=O)c2cnn(-c3ccccc3)c2NC(=O)c2ccco2)cc1C	-11%[57.5 µM]	-18%	-5%	1%	-3%	?	-7	1%	i
CCCN(CC(=O)Nc1ccccc1C)C(=O)c1oc2ccc(OCC)cc2c1C	i	29%	9%	1%	26%	?	-16	-1%	i
O=C(CSc1nnc(NC(=O)Cc2ccc(F)cc2)s1)NCc1ccco1	-8%	8%	-5%	0%	-9%[9.22 µM]	56%[activator]	-9	-1%	i
CCN(CC)c1ccc(C(=O)N2CCC(c3ccncc3)CC2)cc1	-48%[inhibitor]	13%	-10%	nt	0%[9.22 µM]	56%[activator]	nt	nt	nt
O=[N+]([O-])c1ccc(O)c(C=Nc2cccc3ccccc23)c1	i	33%	-31%	-7%	16%	16%	0	-17%	i
CCOC(=O)[C@@H]1[C@H]2COc3cc(OC)ccc3[C@H]2N2C(=O)N(c3cccc(F)c3)C(=O)[C@]12C	-24%	7%	-18%	-2%	9%	-5%	4	-1%	i
C[C@H](CO)N1C[C@H](C)[C@@H](CN(C)S(C)(=O)=O)OCc2cnnn2CCCC1=O	-24%	-8%	4%	-4%	0%	19%	-9	-8%	i
COC(=O)c1[nH]c2cc(C)ccc2c1NC(=O)CN1CCc2cc(OC)c(OC)cc2C1	-19%[57.5 µM]	9%	1%	15%	-2%	-4%	-67*	-4%	i
CC(C)=CC(O)C/C(C)=C/COc1ccc2ccc(=O)oc2c1 (stereo unspecified)	-56%[inhibitor]	-12%	7%	-7%	?	?	-7	0%	i
Cc1cc(SCC(=O)NC2CCCC2)nc2ccccc12	i	13%	4%	9%	5%	-48%	4	28%	i
CC(C(=O)Nc1ccccc1C#N)N1C(=O)NC2(CCCCCC2)C1=O (stereo unspecified)	-19%	9%	-7%	5%	-19%	?	0	-6%	i
Cc1nccn1CCCNC(=O)CC1C(=O)NCCN1Cc1ccccc1C(F)(F)F (stereo unspecified)	-41%[inhibitor]	-5%	10%	-3%	-18%	-16%	2	-1%	i
CCc1cc(C(=O)N2CCN(c3ccccc3)CC2)no1	-2%	7%	1%	nt	?	5%	nt	nt	nt
COCc1cc(=O)[nH]c(N2CCN(C(=O)c3ccco3)CC2)n1	-19%	-3%	12%	-1%	8%	3%	3	2%	i
CN(c1cccc(NC(=O)Cc2ccccc2)c1)S(C)(=O)=O	-1%[57.5 µM]	12%	3%	0%	-12%	1%	-18	1%	i
COc1ccc(N2CCN(C3CCCN(C(=O)CCN4CCCCO4)C3)CC2)cc1 (stereo unspecified)	i	0%	-9%	-1%	4%	-10%	12	-7%	i
CCOc1cc(NC(=O)c2ccccn2)c(OCC)cc1NC(=O)c1ccccc1	i	-16%	-3%	3%	-10%	9%	9	-1%	i
C[C@H](CO)N1C[C@H](C)[C@H](CN(C)C(=O)NC2CCCCC2)Oc2ncc(Br)cc2C1=O	-21%	6%	9%	-3%	0%	4%	14	-1%	i
Cc1ccccc1NC(=S)Nn1cnnc1	-41%[inhibitor]	-8%	11%	-1%	2%	4%	-16	-9%	i
Cc1cc(N2CCOCC2)nc(SCc2c(Cl)cccc2Cl)n1	-52%[inhibitor]	34%	-9%	0%	?	?	-7	-13%	i
CCS(=O)(=O)N1Cc2ccccc2CC1C(=O)Nc1ccc(F)c(F)c1 (stereo unspecified)	-16%	6%	4%	23%	-8%	13%	-8	7%	i
Cc1ccc2c(c1)N(C(=O)N1CCC(C(=O)NCCc3ccc(Cl)cc3)CC1)CC(C)O2 (stereo unspecified)	-36%[inhibitor]	-13%	?	nt	1%	6%	nt	nt	nt
Cn1nnnc1SCCNCc1ccccc1OCc1ccc(Cl)cc1Cl	-81%[inhibitor]	7%	1%	nt	-14%	?	nt	-6%	nt
O=c1c2c(-c3ccc(Cl)cc3)csc2ncn1/N=C/c1cccc([N+](=O)[O-])c1O	-64%[inhibitor]	-9%	-37%[inhibitor]	0%	16%	-16%	-61*	?	i
CCOc1ccc(S(=O)(=O)N2CCCC(C(=O)N3CCC(C(N)=O)CC3)C2)cc1Cl (stereo unspecified)	i	13%	-3%	5%	2%	8%	-15	-2%	i
CCCNC(=O)C1(C)CCCN(Cc2cccc(Oc3ccccc3)c2)C1 (stereo unspecified)	-12%	1%	-2%	14%	15%	?	55	-2%	i
CCCC(=O)C1=C(O)C(C(=O)OC)C(C)(C)CC1=Nc1ccc(Br)cc1 (stereo unspecified)	-18%	3%	-8%	5%	11%	?	8	-10%	i
Cc1nnc(SCc2ccc([N+](=O)[O-])cc2)[nH]c1=O	0%	13%	4%	0%	16%	7%	-8	1%	i
